# Compound activity deposited in PubChem by National Center for Advancing Translational Sciences (NCATS).
# HP1b chromo inh: HP1-beta chromodomain-methylated histone interaction inhibition | P83916 | AlphaScreen HP1-beta / biotin-H3K9me3 peptide binding | Potency, µM (doses to about 114 µM), inactives show top-dose activity change, negative = inhibition, hits mostly inhibitors | 0.56% of 390,000 active | AID 540317; further: potency means the concentration at half of the fitted maximal effect; nearly all actives have a fitted effect of over 70% in size; inactives centre near 23
#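 HP1-beta protein (50 nM final) preincubated 30 min at room temperature with biotinylated H3(1-18)K9me3 peptide (50 nM) in PBS pH 7.4, 0.01% Tween-20, then compound added for 30 min. AlphaScreen streptavidin donor/nickel chelate acceptor beads (10 ug/mL final), 30 min dark, luminescence read.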
# JMJD2A Tudor inh: blocks the human JMJD2A Tudor domain | AlphaScreen JMJD2A-Tudor / H3K4me3 peptide binding | O75164 | AID 504339 | Potency, µM (doses to about 114 µM), for inactives: at the top dose activity change, negative = inhibition, actives largely listed as inhibitors | 4.4% of 390,000 active; further: potency means the concentration at half of the fitted maximal effect; on the % scale 0 is the no-effect control and ±100 the full control effect; nearly all actives have a fitted effect of over 50% in size
# POLH inh: blocks human DNA polymerase eta activity | Q9Y253 | recombinant Pol eta, fluorescent DNA replication assay | Potency, µM (doses to about 114 µM), for inactives: top-dose activity change, negative = inhibition, usual class: inhibitors | 1.2% of 390,000 active; further: potency means the concentration at half of the fitted maximal effect; on the % scale 0 is the no-effect control and ±100 the full control effect
# Target sequence (Q9Y253 whole entry, looked up): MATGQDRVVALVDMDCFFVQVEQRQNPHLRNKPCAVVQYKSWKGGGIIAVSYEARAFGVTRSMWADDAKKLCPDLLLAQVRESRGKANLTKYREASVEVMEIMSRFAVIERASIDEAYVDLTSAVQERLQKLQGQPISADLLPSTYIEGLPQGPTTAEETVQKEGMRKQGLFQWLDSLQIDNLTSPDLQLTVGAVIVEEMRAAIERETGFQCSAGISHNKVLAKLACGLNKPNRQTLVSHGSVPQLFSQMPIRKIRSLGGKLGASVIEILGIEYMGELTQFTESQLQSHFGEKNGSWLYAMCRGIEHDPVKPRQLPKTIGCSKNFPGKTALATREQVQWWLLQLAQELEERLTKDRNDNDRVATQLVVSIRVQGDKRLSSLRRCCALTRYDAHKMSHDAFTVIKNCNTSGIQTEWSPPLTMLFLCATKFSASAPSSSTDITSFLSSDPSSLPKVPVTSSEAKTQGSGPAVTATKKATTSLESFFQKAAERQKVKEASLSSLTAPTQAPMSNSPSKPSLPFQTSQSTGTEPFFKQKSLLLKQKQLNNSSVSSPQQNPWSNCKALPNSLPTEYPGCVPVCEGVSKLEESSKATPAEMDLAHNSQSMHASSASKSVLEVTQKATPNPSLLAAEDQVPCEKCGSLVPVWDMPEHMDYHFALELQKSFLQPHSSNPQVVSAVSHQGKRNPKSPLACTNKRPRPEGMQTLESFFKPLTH
#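 Pol eta (10 nM) was preincubated with compounds for 15 min at room temperature, after which fluorescent replication substrate (50 nM final) was added to start the reaction. Fluorescence was read kinetically at 0 and 10 min.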
# G9a inh: blocks human histone lysine methyltransferase G9a | Potency, µM (series often up to 102 µM), for the others: top-dose activity, negative = inhibition, hits mostly inhibitors | Q96KQ7 | G9a H3K9 monomethylation, AlphaScreen, 2 h | 8.8% of 350,000 active; further: potency means the concentration at half of the fitted maximal effect; on the % scale 0 is the no-effect control and ±100 the full control effect; nearly all actives have a fitted effect of over 75% in size
# Target sequence (Q96KQ7 913-1193 limits assumed): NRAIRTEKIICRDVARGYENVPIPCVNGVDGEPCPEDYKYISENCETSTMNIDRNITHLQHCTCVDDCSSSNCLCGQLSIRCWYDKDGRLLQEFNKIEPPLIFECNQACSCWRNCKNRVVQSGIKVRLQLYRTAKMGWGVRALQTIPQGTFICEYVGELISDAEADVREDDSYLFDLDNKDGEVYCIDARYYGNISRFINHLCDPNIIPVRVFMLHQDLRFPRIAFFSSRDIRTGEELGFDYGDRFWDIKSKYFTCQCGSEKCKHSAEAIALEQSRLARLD
#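 G9a (20 nM) preincubated 15 min RT with compounds, then 500 nM biotinylated H3K9 peptide and 20 uM SAM added; 2 h RT reaction. Monomethyl-H3K9 product detected by AlphaScreen with anti-H3K9me1 antibody, streptavidin donor and anti-rabbit IgG acceptor beads.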
# BAZ2B inh: BAZ2B (human) inhibition; Q9UIF8; AlphaScreen BAZ2B-H3K14Ac peptide displacement; Potency, µM (doses to about 114 µM), without a hit: at the top dose activity change, negative = inhibition, hits mostly inhibitors; 4.4% of 360,000 active; further: potency means the concentration at half of the fitted maximal effect; on the % scale 0 is the no-effect control and ±100 the full control effect; nearly all actives have a fitted effect of over 60% in size
#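 AlphaScreen displacement of biotin-H3(5-23)K14Ac peptide (50 nM final) from BAZ2B (50 nM final) in PBS pH 7.4, 0.01% Tween-20; complex preformed 30 min RT, then compounds (top 110 uM) 30 min RT, beads 20 min dark.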
# GLS inhibitor: blocks human kidney-isoform glutaminase activity; Potency, µM (doses to about 45.5 µM), inactives show top-dose activity change, negative = inhibition, most hits filed as inhibitors; O94925; 0.21% of 410,000 active; GLS enzymatic activity, qHTS titration; further: potency means the concentration at half of the fitted maximal effect; on the % scale 0 is the no-effect control and ±100 the full control effect
#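 Coupled fluorescence readout: glutamate oxidase/HRP/Amplex Red detect glutamate formed by hKGA from L-glutamine (1 mM solution added). Buffer 45 mM KH2PO4 pH 8.2, 0.02% Tween-20; reads at t0 and 30 min RT.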
# PI4K2A inh: inhibitors of human PI4K2A. purified PI4K2A, ADP-Glo luminescence, 1 h; active compounds read low. activity change, negative = inhibition, % at 76.9 µM. 0.13% of 420,000 active. AID 1346378; in the data active means activity change below about -50%; inconclusive means mostly about -30% to -49%;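 further: -100% = wells without enzyme as full effect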
#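 Compounds are screened against recombinant PI4K2A using PI as substrate and ATP, the latter dispensed at 300 microM. Reactions run one hour at ambient temperature before ADP-Glo detection; full inhibition defined by wells lacking enzyme.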
# Pin1 inhibitor: blocks the human prolyl isomerase Pin1. Pin1 FP peptide displacement, HiFluor488, 10 min. 0.009% of 390,000 active. Potency, µM (titrated, usually from 115 µM), for inactives: top-dose activity, negative = inhibition, hits mostly inhibitors; active means well fitted inhibition curve with a large enough effect in the polarisation, with a control signal flat, not every such curve was filed as active; inconclusive means small, poorly fitted or top-dose-only effect, or effect the other way, or a change in a side signal; inactive means no such curve, though single readings can be large or run the other way; the % refers to the polarisation; further: potency means the concentration at half of the fitted maximal effect; on the % scale 0 is the no-effect control and ±100 the full control effect
# PGK inhibitor: blocks T. brucei phosphoglycerate kinase. P07378. PGK/GAPDH coupled, Kinase-Glo luminescence, 60 min. Potency, µM (doses to about 57.5 µM), for inactives: top-dose activity change, negative = inhibition, hits mostly inhibitors. 0.043% of 380,000 active. AID 602233; further: potency means the concentration at half of the fitted maximal effect; on the % scale 0 is the no-effect control and ±100 the full control effect; nearly all actives have a fitted effect of over 60% in size
#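 Recombinant glycosomal PGK reaction used 1,3-bisphosphoglycerate generated in-well by GAPDH (100nM final) in 100mM TEA pH 7.6, 5mM MgCl2, 0.01% Tween-20. After 60 minutes at room temperature, ATP was read by Kinase-Glo Plus luminescence end-point.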
# Starred values were filed as active, the others as inactive; i = inactive; ? = inconclusive; . = no result given; & = joins results of further samples; [ ] = another dose, or the depositor's remark. Unless noted, the call rests on the fitted dose curve; in most records, active means well fitted curve in the direction sought with a large enough effect; inconclusive means small, poorly fitted or top-dose-only effect, or another doubt; inactive means no such curve, though single readings can be large; an effect the other way counts as inactive or inconclusive. An excerpt; rates above refer to the full screens.
SMILES,HP1b chromo inh,JMJD2A Tudor inh,POLH inh,G9a inh,BAZ2B inh,GLS inhibitor,PI4K2A inh,Pin1 inhibitor,PGK inhibitor
CC(C)c1ccc(NC(=O)c2cc(S(=O)(=O)N3CCc4ccccc4C3)ccc2F)cc1,55%[activator],-12%,-7%,25µM*,6%,0%,1,1%,10%
CCOC(=O)c1c(-c2ccc(OC)cc2)csc1NC(=O)CNCc1ccco1,-1%,?,-18%,-49%,-44%,-4%,0,3%,i
COC(=O)CN(c1ccc(C)c(Cl)c1)S(C)(=O)=O,55%[activator],-6%,-2%,-24%[59 µM],-2%,-5%,-1,4%,2%
O=C(NCc1ccc2c(c1)OCO2)C1CCC(=O)N1C1CCCCC1 (stereo not given),27%,-11%,-13%,-19%,-36%,5%,-4,-4%,-8%
CCN(C(=O)CSc1nc2ccccc2n1CC(=O)NCc1ccc(OC)cc1)c1ccccc1,15%,-20%,-15%,-8%[59 µM],-37%,-2%,-5,0%,-3%
CCOC(=O)c1cnc2nc(NCc3ccc(OCC)cc3)[nH]n2c1=O,31%,-6%,-17%,?,-14%,13%,2,-2%,-7%
Cc1ccc(-c2nnc(-n3nc(C)cc3C)c3ccccc23)cc1,15%,-8%,1%,-2%[59 µM],10%,5%,-4,0%,-2%
CC(C)C(=O)N1CCN(C2=NS(=O)(=O)c3ccccc32)CC1,-22%,-11%[11.4 µM],7%,6%[59 µM],-1%,-19%,-2,-1%,8%
C/C(=N/NC(=O)c1cccnc1)C1=C(O)CC(C)(C)CC1=O,35%,0%,-3%,9%,5%,9%,1,6%,2%
COc1cccc(NC(=O)C2CCN(S(=O)(=O)c3c(C)noc3/C=C/c3cccs3)CC2)c1,19%,-22%,-12%,-26%[59 µM],.,2%,-8,44%[activator],i
COc1ccccc1C(=O)NCCC(=O)NCCOc1ccccc1,27%,2%,2%,.,-2%,5%,0,1%,0%
CCCCn1c(N)c(N(CCOC)C(=O)c2ccc(OCc3c(C)noc3C)cc2)c(=O)[nH]c1=O,48%[activator],0%,-13%,4%[12.7 µM],-4%,-6%,1,-2%,-2%
CCOc1ccc(CNC(=O)C2CCN(Cc3cc4ccccc4n3Cc3ccccc3C)CC2)cc1,12%,-29%,-22%,3%[59 µM],-22%,1%,-5,29%,-10%
CN1CCN(CCCc2c3c(cc4c2CCC4)CCC3)CC1,6%,-32%,-4%,?,?,9%,-3,25%,-1%
COc1ccc(CNC(=O)[C@@H](C)NC(=O)C2CCN(C(=O)[C@@H](N)CCSC)CC2)cc1,5%,-10%,-8%,-14%[12.7 µM],8%,7%,-6,0%,-6%
C[C@H]1CN(S(=O)(=O)c2ccc3c(c2)OCCO3)CCN1S(=O)(=O)c1c(F)cccc1F,23%,-22%&3%,2%,.,.,3%,2,7%&3%,0%
COc1ccc(C2c3sc(=O)[nH]c3SC3C4CCC(C4)C23)cc1OC (stereo not given),?,?,-14%,8.9µM*,?,-14%,-1,-2%,-1%
O=C(N=C1SC2CS(=O)(=O)CC2N1c1ccc(F)cc1)C1CCCCC1 (stereo not given),35%,4%,-4%,-13%,-11%,-5%,-1,-7%,0%
CCOC(=O)NC(=O)COC(=O)CCCSc1nc2ccccc2s1,28%,-18%,-17%,12%,16%,0%,-6,2%,-8%
O=C(COc1ccccc1)Nc1sc2c(c1C(=O)NCc1cccnc1)CCCC2,17%,-24%,?,-5%[59 µM],2%,-23%,0,14%,-10%
Cc1cc(Cl)ccc1NC(=S)NC(C)(C)C,48%[activator],9%,8%,12%,-14%,8%,3,-2%,-4%
O=C(NCc1ccco1)C(=O)c1cn(CC(=O)N2CCCCC2)c2ccccc12,29%,-13%,-9%,?,-14%,-4%,-6,3%,-5%
CSc1ccccc1NC(=O)Nc1cccc(Cl)c1C,33%,-12%,5%,-31%,1%,2%,0,-4%,7%
COc1ccc(-c2cc3c(=O)n(CC(=O)NCc4ccccc4OC)ncn3n2)cc1,24%,-11%,-3%,18%,4%,0%,-1,2%,-10%

# A different layout for some results above.
structure | HP1b chromo inh | JMJD2A Tudor inh | POLH inh | G9a inh | BAZ2B inh | GLS inhibitor | PI4K2A inh | Pin1 inhibitor | PGK inhibitor
CN1CCN(CCCc2c3c(cc4c2CCC4)CCC3)CC1 | 6% | -32% | -4% | ? | ? | 9% | -3 | 25% | -1%
COc1ccc(CNC(=O)[C@@H](C)NC(=O)C2CCN(C(=O)[C@@H](N)CCSC)CC2)cc1 | 5% | -10% | -8% | -14%[12.7 µM] | 8% | 7% | -6 | 0% | -6%
C[C@H]1CN(S(=O)(=O)c2ccc3c(c2)OCCO3)CCN1S(=O)(=O)c1c(F)cccc1F | 23% | -22%&3% | 2% | . | . | 3% | 2 | 7%&3% | 0%
COc1ccc(C2c3sc(=O)[nH]c3SC3C4CCC(C4)C23)cc1OC (stereo not given) | ? | ? | -14% | 8.9µM* | ? | -14% | -1 | -2% | -1%
O=C(N=C1SC2CS(=O)(=O)CC2N1c1ccc(F)cc1)C1CCCCC1 (stereo not given) | 35% | 4% | -4% | -13% | -11% | -5% | -1 | -7% | 0%
CCOC(=O)NC(=O)COC(=O)CCCSc1nc2ccccc2s1 | 28% | -18% | -17% | 12% | 16% | 0% | -6 | 2% | -8%
O=C(COc1ccccc1)Nc1sc2c(c1C(=O)NCc1cccnc1)CCCC2 | 17% | -24% | ? | -5%[59 µM] | 2% | -23% | 0 | 14% | -10%
Cc1cc(Cl)ccc1NC(=S)NC(C)(C)C | 48%[activator] | 9% | 8% | 12% | -14% | 8% | 3 | -2% | -4%
O=C(NCc1ccco1)C(=O)c1cn(CC(=O)N2CCCCC2)c2ccccc12 | 29% | -13% | -9% | ? | -14% | -4% | -6 | 3% | -5%
CSc1ccccc1NC(=O)Nc1cccc(Cl)c1C | 33% | -12% | 5% | -31% | 1% | 2% | 0 | -4% | 7%

# The results go on:
SMILES,HP1b chromo inh,JMJD2A Tudor inh,POLH inh,G9a inh,BAZ2B inh,GLS inhibitor,PI4K2A inh,Pin1 inhibitor,PGK inhibitor
O=S(=O)(c1ccc(N=C2NN=C(c3cc(F)ccc3F)CS2)cc1)N1CCOCC1,-18%,-32%,-18%,11%,23%,1%,-8,19%,-8%
Cc1ccc(N(C)S(=O)(=O)c2cccc(C(=O)Oc3ccc4c(C)cc(=O)oc4c3)c2)cc1,74%[activator],11%[57.1 µM],-12%,19%[59 µM],11%,-1%,10,2%,i
COc1cc2c(cc1OC)CN(C(=O)CSc1ccc(F)cc1)CC2,52%[activator],-18%,1%,14%[12.7 µM],-4%,-7%,-2,6%,-2%
NC(N)=N/N=C/c1c(Cl)cccc1Cl,2%&24%,-23%&-23%,-4%,-23%[59 µM],0%&-16%,2%&-5%&4%,-3&2&-1&1,-6%&-7%,-6%&5%
CCOC(=O)C1CCN(C(=S)Nc2ccc(CC)cc2)CC1,15%,-12%,2%,3%[59 µM],-18%,-4%,3,3%,-25%
CN(CC(=O)Nc1ccccc1C(F)(F)F)C(=O)c1cc2c(s1)CCCCC2,2%,-7%,-5%,6%[0.501 µM],7%,-1%,4,0%,7%
CC(C)OC(=O)c1c(NC(=O)COc2cccc(Br)c2)sc2c1CCCC2,40%,-17%,-15%,?,-4%,-10%,-6,4%,-2%
C[C@@H]1CN([C@@H](C)CO)C(=O)CCCn2nncc2CO[C@H]1CN(C)Cc1ccc(Cl)c(Cl)c1,.,.,-20%,.,.,-1%,-6,.,-3%
Cc1ccc2[nH]c(=O)c(CN(C)S(=O)(=O)c3cccc4nonc34)cc2c1,35%,5%,2%,40%,-12%,-22%,-2,-1%,-2%
CC(C)(C)OC(=O)N1CCC(NC(=O)c2nc[nH]c2C(=O)NC2CCN(C(=O)OC(C)(C)C)CC2)CC1,35%,-24%,-14%,-8%[2.33 µM],?,2%,-2,1%,0%
CCOc1ncnc2c1[nH]c1ccccc12,15%,5%,-12%,?,-8%,-9%,-3,-1%,i
CCOC(=O)c1[nH]c2c(c1C)C(=O)CC(c1ccc(OCC)c(OC)c1)C2 (stereo not given),21%,-17%,0%,-3%[59 µM],-22%,-1%,2,0%,-1%
O=C(COc1ccc(F)cc1)Nc1nc(-c2ccccn2)cs1,1%,79µM*,?,45µM*,?,1%,-4,-2%,i
CCc1ccc(-n2nnnc2SCC(=O)NNC(=O)c2ccco2)cc1,5%,-10%,-1%,-10%[0.501 µM],-8%,18%,5,-1%,.
COc1cccc(-c2nc(NCc3cccnc3)c3ccccc3n2)c1O,64%,-11%,-22%,-6%,?,-13%,14,28%,-7%
Cn1c(/C=C/c2ccc(Cl)cc2Cl)c([N+](=O)[O-])c(=O)n(C)c1=O,10%,-9%,?,-4%,-7%,-4%,5,?,-5%
CCN(C(=O)Cn1c(=O)oc2cc(S(=O)(=O)N3CCCCC3)ccc21)c1ccccc1,13%,-16%,-11%,4%[59 µM],2%,-5%,5,0%,-4%
COc1ccc2c(c1)S(=O)(=O)c1ccccc1N2,27%,-19%,-11%,14%,-2%,15%,7,?,-2%
Cc1ccc(C)c(Nc2nc(-c3cccnc3)cs2)c1,31%,?,-14%,20%[2.33 µM],-32%,20%,0,-5%,-5%
COc1ccc(Cl)cc1NC(=O)c1ccc2nc(Cc3ccccc3)oc2c1,35%[57 µM],8%,-21%,-1%[59 µM],11%,3%,-2,38%[activator],6%
